TEAD-YAP block = TEAD-YAP interaction inhibition; HEK-TIYL cells, TEAD-Gal4/YAP UAS-luciferase luminescence; inhibition, % at 9.12 µM; 1.4% of 640,000 active; in the data active = inhibition above about 32%;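 note: 0% = median of test compound wells and 100% = reference inhibitor wells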
MITF primary = inhibitors of human MITF; O75030; AlphaScreen MITF homodimerization, bead proximity signal; inhibition, % at 2.6 µM; 0.91% of 650,000 active; AID 1259374; in the data active = inhibition above about 50%;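 note: 0% = vehicle wells with protein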
Target sequence (O75030 whole entry, looked up): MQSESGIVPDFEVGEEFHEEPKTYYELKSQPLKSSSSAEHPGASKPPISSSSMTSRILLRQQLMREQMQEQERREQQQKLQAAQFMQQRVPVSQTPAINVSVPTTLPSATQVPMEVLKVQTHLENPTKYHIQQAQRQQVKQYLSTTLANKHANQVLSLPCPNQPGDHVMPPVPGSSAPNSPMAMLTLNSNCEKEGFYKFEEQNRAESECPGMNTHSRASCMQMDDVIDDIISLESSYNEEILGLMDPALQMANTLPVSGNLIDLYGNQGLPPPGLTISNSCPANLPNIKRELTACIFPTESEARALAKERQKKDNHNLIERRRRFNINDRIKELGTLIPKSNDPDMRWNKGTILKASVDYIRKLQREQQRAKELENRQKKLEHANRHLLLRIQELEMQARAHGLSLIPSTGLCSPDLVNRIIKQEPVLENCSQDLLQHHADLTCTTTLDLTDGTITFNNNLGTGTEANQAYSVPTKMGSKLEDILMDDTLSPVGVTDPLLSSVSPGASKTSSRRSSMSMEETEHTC
GPR151 activ = activators of human GPR151 | Q8TDV0 | PathHunter beta-arrestin GPR151 cells, luminescence | activation, % at 11.2 µM | 1% of 650,000 active | AID 1508602; in the data active = activation above about 4.9%;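 note: 0% = median of compound wells and 100% = cells with positive control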
Target sequence (Q8TDV0 whole entry, looked up): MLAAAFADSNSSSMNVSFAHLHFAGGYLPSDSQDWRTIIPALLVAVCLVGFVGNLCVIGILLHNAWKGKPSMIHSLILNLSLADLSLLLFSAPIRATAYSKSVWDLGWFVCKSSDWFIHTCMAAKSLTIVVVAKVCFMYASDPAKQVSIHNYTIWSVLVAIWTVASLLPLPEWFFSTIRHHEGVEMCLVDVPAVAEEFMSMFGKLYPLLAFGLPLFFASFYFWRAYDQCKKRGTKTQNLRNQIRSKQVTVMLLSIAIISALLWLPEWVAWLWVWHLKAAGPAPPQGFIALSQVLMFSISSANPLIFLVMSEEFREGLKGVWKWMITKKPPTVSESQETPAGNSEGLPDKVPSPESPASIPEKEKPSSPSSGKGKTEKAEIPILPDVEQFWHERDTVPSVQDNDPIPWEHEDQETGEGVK
FBW7 act = activators of human E3 ligase FBW7 | Q969H0 | AlphaScreen FBW7–phospho-cyclin E peptide binding, activator screen | normalized activity (activation), % at 26.1 µM | 0.13% of 650,000 active | AID 1259310; in the data active = normalized activity above about 1.9%;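 note: purified mutant Fbw7 with reduced substrate affinity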
The depositor's hits bear a star; nt = not tested or not shown; & = joins results of further samples. No enrichment for hits. About 3.4% of those tested had a hit in this group.

Structure	TEAD-YAP block	MITF primary	GPR151 activ	FBW7 act
Cc1ccccc1NC(=O)N1CCC2(CC1)OCCc1c2[nH]c2ccccc12	-1	-10	1.0	-0.5
CCN(c1ccc(C(=O)OC)cc1)c1nc(C)cc(C)n1	-11	17	-1.3	0.7
COc1ccc2nc(SCC(=O)Nc3ccccc3Br)[nH]c2c1	7	23	-1.9	0.3
CC(C)(C)c1cc(CN2CCC(C(N)=O)CC2)cc(C(C)(C)C)c1O	6	19	0.0	0.0
O=C(CCc1n[nH]c(=O)[nH]c1=O)N/N=C/c1ccccc1Cl	-2	12	0.4	0.1
CN(C)CCCN1C(=O)CSC1c1cccc([N+](=O)[O-])c1 (stereo not given)	25	5	-0.3	0.3
CC(=O)c1c(N2CCN(c3ccccn3)CC2)nc(=S)n(-c2ccccc2)c1C	-11	0	0.0	0.0
O=C(COc1ccc(Cl)cc1)NN1CCOCC1	-4	4	-1.0	0.1
COC(=O)C1C2CCCC1C2c1ccccc1 (stereo not given)	2	0	-0.9	0.0
O=C(COc1ccccc1)NCC1CC(=O)N(Cc2ccc(F)cc2)C1 (stereo not given)	-5	-4	0.7	-0.1
CCOC(=O)N1CCC(Nc2c(NCCCN3CCN(CC)CC3)c(=O)c2=O)CC1	4	14	-0.3	0.2
CC(CNC(=S)NC(=O)C1CC1)NC(=S)NC(=O)C1CC1 (stereo not given)	6	5	2.8	0.0
CSCCC(NC(C)=O)C(=O)OCC(=O)N(c1ccccc1)c1ccccc1 (stereo not given)	0	-9	0.9	-0.1
CCOC(=O)CC(=O)CSc1nc2ccccc2c(=O)n1C1CCN(C(=O)OCC)CC1	-1	-28	1.3	0.1
Cc1nnc(SCC(=O)Nc2ccccc2C)s1	1	5	0.0	0.0
O=C(CN1CCN(c2ccccc2F)CC1)Nc1cccc2ccccc12	-6	18	-1.2	0.0
CSCC(=O)N1CCOc2ccc(C(C)(O)CN(C)C)cc2C1 (stereo not given)	7	-10	0.1	-0.1
CCOc1ccc(C(=O)OCc2cc([N+](=O)[O-])cc3c2OCOC3)cc1OCC	0	23	0.2	0.3
CCOc1cc(/C=c2/sc3nc4cc(C)c(C)cc4n3c2=O)ccc1OC	2	20	-0.6	0.0
Cc1nc2ccc(NC(=O)CSc3nccc(-c4ccc(F)cc4)n3)cc2[nH]1	6	-4	-0.5	-0.1

Quoted at random: 3 entries already listed.
Structure	TEAD-YAP block	MITF primary	GPR151 activ	FBW7 act
CCOC(=O)N1CCC(Nc2c(NCCCN3CCN(CC)CC3)c(=O)c2=O)CC1	4	14	-0.3	0.2
Cc1ccccc1NC(=O)N1CCC2(CC1)OCCc1c2[nH]c2ccccc12	-1	-10	1.0	-0.5
O=C(COc1ccccc1)NCC1CC(=O)N(Cc2ccc(F)cc2)C1 (stereo not given)	-5	-4	0.7	-0.1

Following part
Structure	TEAD-YAP block	MITF primary	GPR151 activ	FBW7 act
Cc1sc2nc3c4ccccc4c(NCc4ccco4)nn3c(=O)c2c1C	-38	20	-1.6	0.3
COc1ccc(-c2csc(=Nc3ccccc3)n2-c2ccccc2)cc1OC	-10	8	1.7	0.1
OC1/C(=C/c2cccs2)N2CCC1CC2 (stereo not given)	-4	-2	-0.6	0.1
CSc1ccc(S(=O)(=O)Nc2ccccc2C(=O)NCC(C)C)cc1	1	-3	0.1	0.1
Cc1cccc(NC(=O)Nc2ccccc2SCC(N)=O)c1	-15	-4	-1.6	0.1
N#CC1(NC(=O)CSc2ccccc2F)CCCCC1	0	-7	-2.2	0.2
COC(=O)CN(c1cc(C)cc(C)c1)S(=O)(=O)c1ccccc1	-3	3	-0.7	0.0
COC(=O)c1ccc(CN2CCN(c3cccc(OC)c3)CC2)cc1	5	21	0.5	-0.1
Oc1ccc(Br)cc1CN1CCN(Cc2c[nH]c3ccccc23)CC1	1	58*	-1.1	0.1
CCOC(=O)c1sc(NC(=O)c2ccccc2OCC)c(C(=O)OCC)c1C	1	-1	-0.1	-0.2
C=CCS(=O)(=O)c1ccc(C)cc1	-5	-3	0.4	0.0
Cc1nn(CC(=O)NCc2cccnc2)c(C)c1[N+](=O)[O-]	5	14	0.5	0.0
COc1ccc(Br)cc1C(=O)Nc1ccc(-c2nc3ccccc3s2)cc1	-60	8	0.7	0.2
COC(=O)C1=C(C)NC(=S)NC1c1sccc1C (stereo not given)	-5	-4	-1.0	0.1
N#Cc1c(-c2ccc(Cl)cc2)cc(-c2cccs2)nc1SCC(N)=O	-1	2	-0.7	1.4
Cc1ccc(NC(=S)NCCCn2ccnc2)cc1	-3&0	-19&22	0.4&1.2	0.0&0.5
COC(=O)C1=C(C(=O)OC)SC(=C2C(=S)C(C)(C)N(C(=O)c3ccc(Cl)cc3Cl)c3ccc(C)cc32)S1	1	-6	-1.2	-0.1
CCOC(=O)c1c(-c2ccccc2)csc1NC(=O)c1ccccc1OCC	4	-3	-0.2	-0.1
O=S(=O)(NCCc1csc2nc(-c3ccccc3)nn12)c1ccccc1F	2	1	0.0	-0.1
CC(NCc1cc(Br)ccc1OCC(N)=O)C12CC3CC(CC(C3)C1)C2 (stereo not given)	24	2	7.6*	-0.1

Continued.
Structure	TEAD-YAP block	MITF primary	GPR151 activ	FBW7 act
CCC(=O)c1ccc(OCc2ccc(C(=O)OC)cc2)cc1	-54	-5	-1.8	0.1
O=c1oc2c(CN3CCN(CCO)CC3)c(O)ccc2cc1-c1nc2ccccc2s1	9	-3	-2.0	0.1
Cc1cc(S(=O)(=O)NC(C)C)ccc1OCC(=O)NCC1CCCO1 (stereo not given)	-8	10	0.2	0.3
O=C(O)c1ccc(S(=O)(=O)N2CCCC2)cc1	7	13	0.6	0.0
CCOC(=O)c1nc(N2CCN(Cc3ccccc3)CC2)c2c3c(sc2n1)CCCC3	13	16	-0.3	0.4
CC(C)NC(=O)C1CCN(Cc2ccc(Cl)c(Cl)c2)CC1	-2	51*	-0.1	0.8
CC(=O)Nc1ccc(NC(=O)CSc2ccc(C)cc2)cc1	-10	8	-0.6	0.1
COc1ccc2[nH]c3c(c2c1)CCn1c-3nc2sc3c(c2c1=O)CCCC3=O	-32	-3	-1.4	0.2
O=C(NCc1ccc(F)cc1)c1cc(S(=O)(=O)N2CCc3ccccc32)ccc1F	0	4	-0.6	0.3
CCCCc1nc(NCCO)c(C#N)c2c1CCCC2	3	9	0.2	-0.1
Cc1ccsc1/C=C(\C#N)c1nc2ccccc2[nH]1	-23	14	2.6	0.3
CC(C)N(C(=O)Cn1nc2c3ccccc3nc(C3CC3)n2c1=O)C(C)C	0	-5	-0.1	0.0
O=C1NN(c2ccccc2)C(=O)/C1=C/c1ccccc1OCCCOc1ccccc1	-28	-22	-0.1	0.3
Cc1ccc(OCC(=O)Nc2ccc(S(=O)(=O)N3CCc4ccccc43)cc2)cc1	6	-5	0.3	-0.2
CC(=O)CC/C=C(\C)CCC=C(C)C	4	5	6.1*	0.0
CCOC(=O)c1c(-c2cccs2)csc1NC(=O)CSc1n[nH]c(N)n1	10	-2	-1.5	-0.1
COc1ccc(C(=O)O/N=C(\N)c2ccncc2)c(OC)c1	-79	6	-3.2	-0.1
O=C(Nc1cccc(C(F)(F)F)c1)c1cccc2c(Br)cccc12	15	16	-1.8	0.7
CC(=O)N1N=C(c2ccccc2O)OC1(C)CC(=O)Nc1ccccc1 (stereo not given)	-18	-28	0.1	-0.1
CCc1ccc(S(=O)(=O)Nc2ccc3c(c2)c2c(n3S(=O)(=O)c3ccc(CC)cc3)CC(C)(C)CC2=O)cc1	3	-1	-1.6	-0.1

(list continues)
Structure	TEAD-YAP block	MITF primary	GPR151 activ	FBW7 act
CCN(c1ccc(OC)cc1)S(=O)(=O)c1nnc(NC(=O)C(C)C)s1	-8	-3	-0.5	0.0
CC#CCOC(=O)C1=CCCN(C)C1	nt	17	-1.9	0.2
Cc1ccc(-n2ncc3c(=O)n(CC(=O)c4ccccc4)cnc32)cc1C	10	11	-0.9	0.0
Cc1ccsc1/C=N/NC(=O)C(=O)Nc1cccc(C(F)(F)F)c1	-3	0	1.5	-0.1
O=[N+]([O-])c1ccc(NC(=S)N2CCN(c3ccccn3)CC2)cc1	-6	23	0.1	0.0
CC(C)[C@H](NC(=O)c1ccc(Cl)cc1)C(=O)OCC(N)=O	4	10	-1.2	0.2
O=C(c1ccco1)N(Cc1cc2cc3c(cc2nc1Cl)OCO3)CC1CCCO1 (stereo not given)	-3	-4	0.3	-0.2
Cc1c(NC(=O)Nc2ccc(Br)cc2F)c(=O)n(-c2ccccc2)n1C	-5	-2	0.0	0.0
CCN(CC)CCCNC(=O)C1CCN(c2nc3ccccc3n3cccc23)CC1	-10	-5	-0.3	-0.1
Cc1ccc2c(c1)C1NC(=S)N(c3ccccc3)C(C)(O2)C1C(=O)Nc1ccc(Cl)cc1 (stereo not given)	-8	11	-0.5	-0.2
COc1ccc(S(=O)(=O)N2Cc3ccccc3CC2C(=O)N2CCOCC2)cc1 (stereo not given)	-3	-6	-1.1	-0.1
CCc1ccccc1NC(=O)C(=O)Nc1ccc2nc3n(c(=O)c2c1)CCCCC3	-7	-4	-1.5	-0.2
O=C(NC1CCN(C(=S)NCc2ccccc2)CC1)c1ccco1	0	-6	-0.4	0.6
O=C(CN1CCN(CCOCCO)CC1)Nc1ccc(OC(F)(F)Cl)cc1	-8	-5	2.5	0.0
Nc1n[nH]c(-c2ccc([N+](=O)[O-])cc2[N+](=O)[O-])n1	-3	2	0.0	0.0
NC(=O)c1cc(-c2ccccc2C(F)(F)F)no1	-3	7	0.2	0.1
Cc1cc(C)c2nc(SCC(=O)Nc3ccc(S(N)(=O)=O)cc3)cc(C)c2c1	-2	0	-0.8	-0.1
Cc1c(C(=O)N2CCCCC2C)sc2ncn(CC(=O)N3CC(C)CC(C)C3)c(=O)c12 (stereo not given)	2	-6	0.7	0.0
O=C(/C=C/c1ccccc1)N/C(=C\c1ccco1)C(=O)N1CCCCC1	0	17	-0.1	0.0
COc1ccc(C2CC(=O)C3=C(C2)NC(C)=C(C(=O)OCC(C)C)C3c2cc3c(cc2Br)OCO3)cc1 (stereo not given)	1	12	1.3	0.2

Part of the list above in order of molecular weight, smallest number first.
Structure	TEAD-YAP block	MITF primary	GPR151 activ	FBW7 act
O=C(NC1CCN(C(=S)NCc2ccccc2)CC1)c1ccco1	0	-6	-0.4	0.6
CC(NCc1cc(Br)ccc1OCC(N)=O)C12CC3CC(CC(C3)C1)C2 (stereo not given)	24	2	7.6*	-0.1
CCOC(=O)CC(=O)CSc1nc2ccccc2c(=O)n1C1CCN(C(=O)OCC)CC1	-1	-28	1.3	0.1

(listing goes on)
Structure	TEAD-YAP block	MITF primary	GPR151 activ	FBW7 act
CCn1cc(CN2CC(=O)N(c3ccccc3C)C(C)C2)c(C)n1 (stereo not given)	-4	25	-0.2	0.9
Cc1nc(N2CCN(c3ccccn3)CC2)c2c3c(sc2n1)CCCC3	0	12	-1.0	-0.2
CC(C)(C)OC(=O)N/N=C/c1ccc2c(c1)OCCO2	-33	-5	0.5	-0.1
Cc1cc(C)c(S(=O)(=O)NCCCO)c(C)c1N(C)S(=O)(=O)c1ccccc1	2	13	2.1	0.0
OCCC1CN(Cc2cc(F)cc(F)c2)CCN1Cc1ccc(F)cc1 (stereo not given)	1	-8	1.4	-0.1
Cn1cccc1C(=O)NC1CCCCCC1	-38	-2	-2.4	-0.2
COc1ccc(-c2ncc(-c3ccccc3)o2)cc1	-71	-18	-0.6	0.6
O=C(NCc1cccc(C(F)(F)F)c1)c1ccnc(Nc2ccc(-n3ccnc3)cc2)c1	-7	9	0.4	-0.1
O=C(CN1CCC(n2nnc3cc(C(F)(F)F)ccc32)CC1)OCc1ccccc1	-9	23	-0.6	0.6
COc1ccc(Cc2nc(-c3ccc(Cl)cc3)no2)cc1OC	3	3	-1.2	0.3
CCN(CC)S(=O)(=O)c1ccc(NC(=O)c2cc(F)c(F)cc2Cl)cc1	6	3	0.4	-0.2
O=[N+]([O-])c1ccc(N2CCN(CC3CC4C=CC3C4)CC2)cc1 (stereo not given)	0	13	0.8	-0.2
CCOc1ccc(Br)cc1/C=C/c1ccc2cccc(O)c2n1	14	-4	0.1	-0.4
NC(=O)c1c(NC(=O)CSc2nc3ccccc3s2)sc2c1CCCC2	1	14	-1.4	-0.1
COc1cc(OC)c(-c2cc(-c3ccccc3)nc3c2c(=O)n(C)c(=O)n3C)cc1OC	-14	-5	-0.1	0.0
N#Cc1c(SCC(N)=O)nsc1SCc1ccc(Cl)cc1	15	-1	-1.4	0.2
Fc1ccc(-n2c(SCCN3CCCC3)nnc2-c2cccnc2)cc1	0	-6	-0.5	0.0
COCCNC(=O)CN(C(=O)c1snc(C(N)=O)c1N)c1ccc(C)c(Cl)c1	1	-6	0.1	-0.1
CCCCC(=O)Nc1ccc(F)cc1F	-4	3	3.5	0.1
C=C(C)CSc1nc2sc3c(c2c(=O)n1-c1ccccc1)CCCC3	-19	-6	-1.5	0.4

Other entries.
Structure	TEAD-YAP block	MITF primary	GPR151 activ	FBW7 act
O=C(Nc1ccc(-c2nc3ccccc3o2)c(O)c1)c1ccc(Cl)c([N+](=O)[O-])c1	-1	11	-1.0	-0.2
Cc1cc(C)n2nc(C(=O)Nc3ccc(Cl)c(C(F)(F)F)c3)nc2n1	-3	0	1.0	0.1
Cn1nc(C(=O)NC2=NCCS2)ccc1=O	0	13	-2.8	0.2
Cc1cccc(-n2nc3c(c2NC(=O)c2c(F)cccc2Cl)CS(=O)(=O)C3)c1C	4	0	0.5	0.0
COc1ccc(CNC(=O)/C=C/c2ccco2)cc1OC	2	6	-0.3	0.0

Source: PubChem (The Scripps Research Institute Molecular Screening Center)
